# Screening results: PubChem, National Center for Advancing Translational Sciences (NCATS)
# 4MU fluor: qHTS Assay for Spectroscopic Profiling in 4-MU Spectral Region. compound autofluorescence, 340/450 nm, 4-MU equivalents; active compounds read high. max dye-equivalent concentration, M. 59,000 compounds, 11% hits. AID 589, 2007; in the data active means max dye-equivalent concentration above about 10 nM; inconclusive means mostly about 1.1 nM to 9.6 nM
#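 Compounds in 100 mM Tris, pH 8.0, sat 15 min at room temperature before fluorescence was read at 340 nm excitation/450 nm emission; a per-plate six-point 4-MU standard curve converted signals to dye-equivalent concentration at each compound concentration.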
# Hsp90 Hop PPI: qHTS Assay for Disrupters of an Hsp90 Co-Chaperone Interaction; Hsp90 C-terminal peptide / TPR2A (Hop) interaction, human; AlphaScreen TPR2A-His6 binding biotin-Hsp90 C-terminal peptide; Potency, µM (top dose mostly 57 µM), inactives show at the top dose activity change, negative = inhibition; 71,000 compounds, 0.44% hits; active means well fitted curve in either direction with a large enough effect; inconclusive means small, poorly fitted or top-dose-only effect, or another doubt; further: potency means the concentration at half of the fitted maximal effect; on the % scale 0 is the no-effect control and ±100 the full control effect; many of its hits are not listed in these tables
# FLuc inh: qHTS Assay for Inhibitors of Firefly Luciferase. Luciferin 4-monooxygenase (Photinus pyralis), P08659. purified firefly luciferase, luminescence, 8 min. Potency, µM (titrated, usually from 57.1 µM), for the others: at the top dose activity change, negative = inhibition, most hits filed as inhibitors. 72,000 compounds, 2.2% hits; further: potency means the concentration at half of the fitted maximal effect; on the % scale 0 is the no-effect control and ±100 the full control effect; nearly all actives have a fitted effect of over 40% in size
# Target sequence (P08659 whole entry, looked up): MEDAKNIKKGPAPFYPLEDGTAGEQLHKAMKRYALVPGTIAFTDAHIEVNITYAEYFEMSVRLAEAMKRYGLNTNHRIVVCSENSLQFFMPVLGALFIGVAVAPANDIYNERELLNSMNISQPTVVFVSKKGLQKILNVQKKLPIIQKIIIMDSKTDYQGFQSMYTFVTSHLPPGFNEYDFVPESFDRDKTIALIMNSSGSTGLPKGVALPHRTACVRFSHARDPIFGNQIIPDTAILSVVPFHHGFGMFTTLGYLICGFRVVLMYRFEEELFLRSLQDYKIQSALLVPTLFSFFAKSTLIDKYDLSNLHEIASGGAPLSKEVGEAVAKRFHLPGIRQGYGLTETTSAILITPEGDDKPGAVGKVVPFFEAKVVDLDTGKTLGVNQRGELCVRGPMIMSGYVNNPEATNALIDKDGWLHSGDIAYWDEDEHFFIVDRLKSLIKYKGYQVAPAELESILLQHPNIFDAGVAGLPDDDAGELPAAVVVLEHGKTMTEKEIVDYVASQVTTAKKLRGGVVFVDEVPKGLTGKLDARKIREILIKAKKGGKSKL
#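 Substrate buffer containing 10 uM ATP (pH 7.2 imidazole, Mg2+, KCl, detergent, BSA) is dispensed, compound pinned in, then luciferase/luciferin detector mix added. After 8 min at ambient temperature, light output is measured.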
# Epigenetic mod: qHTS Assay for Epigenetic Modulators | mouse C127i GFP locus derepression, cytometry, 30 h | Potency, µM (top dose mostly 46.1 µM), inactives show top-dose GFP derepression (activation) | AID 597, 2007 | 68,000 compounds, 0.09% hits; further: % of control where 0% means no effect
#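 Murine C127i mammary cells carrying a silenced, stably integrated CMV-driven GFP reporter were treated with compound for 30 hours at 37 C. After PBS washes, GFP-positive cells were counted by laser-scanning microplate cytometry.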
# CRE-bla Fsk: Cell signaling CRE-BLA (Fsk stim). CHO CRE-bla reporter (cAMP response element driving beta-lactamase), forskolin EC10, beta-lactamase ratio. 71,000 compounds, 2.5% hits. Potency, µM (highest dose often 38.2 µM), inactives show at the top dose activity change, negative = inhibition, hits mostly activators. AID 662, 2007; active means well fitted activation curve with a large enough effect in the signal ratio, with a control signal flat, not every such curve was filed as active; inconclusive means small, poorly fitted or top-dose-only effect, or effect the other way, or a change in a side signal; the % refers to the signal ratio; further: potency means the concentration at half of the fitted maximal effect; % of control where 0% means no effect
#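 Forskolin analogue NKH 477 at EC10 stimulated CRE-driven beta-lactamase in CHO cells alongside compound dilution series. Beta-lactamase was measured with CCF4, excitation 405 nm, emission ratio 460/530 nm.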
# Ub-GFP proteasome: Ubiquitin-GFP Assay; 67,000 tested, under 10 active; Potency, µM (series often up to 45.9 µM), inactives show at the top dose activation (GFP accumulation), actives largely listed as activators; Ubiquitin-GFP reporter cells, proteasome inhibition, GFP fluorescence; response scale: untreated = 0%, 10 µM MG-132 = 100%; active means well fitted activation curve with a large enough effect, not every such curve was filed as active; inconclusive means small, poorly fitted or top-dose-only effect, or another doubt; inactive means no such curve, though single readings can be large or run the other way; further: potency means the concentration at half of the fitted maximal effect
#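 Proteasome blockade was scored as a rise in GFP-expressing U2OS cells carrying a ubiquitin(G76V)-GFP construct, imaged after 4 hr compound treatment at 37 °C across a 46 uM–2.9 nM series.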
# ERK AVP inh: qHTS Assay for Inhibitors of the ERK Signaling Pathway using a Homogeneous Screening Assay; HEK293-V1b, vasopressin-stimulated pERK AlphaScreen; Potency, µM (doses to about 57.5 µM), inactives show at the highest dose activity, negative = inhibition, hits mostly inhibitors; 72,000 compounds, 0.99% hits; AID 995, 2007; further: potency means the concentration at half of the fitted maximal effect; on the % scale 0 is the no-effect control and ±100 the full control effect; nearly all actives have a fitted effect of over 55% in size
#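 V1b-HEK293 cells; cpd 30 min 37C; 25 nM vasopressin 5 min; lyse 10 min; AlphaScreen beads 5 hr RT. Normalized to DMSO basal and 25 nM vasopressin; AC50 by Hill fit.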
# Fluorescein fluor: qHTS Assay for Spectroscopic Profiling in Fluorescein Spectral Region. 59,000 compounds, 0.91% hits. Compound autofluorescence, 480/540 nm, fluorescein-equivalent; active compounds read high. max fluorescein-equivalent concentration, M; in the data active means max fluorescein-equivalent concentration above about 10 nM; inconclusive means between about 1.1 nM and that limit
#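 Autofluorescence profiling; 100 mM Tris, pH 8.0; incubation 15 min at RT; ex/em 480/540 nm; result as fluorescein-equivalent concentration.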
# Texas Red fluor: qHTS Assay for Spectroscopic Profiling in Texas Red Spectral Region; max dye-equivalent concentration, M; AID 587, 2007; 59,000 compounds, 0.06% hits; Compound fluorescence, Texas Red channel, 547/618 nm; active compounds read high; in the data active means max dye-equivalent concentration above about 10 nM; inconclusive means between about 1.1 nM and that limit
#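 Compound fluorescence was read after 15 min at room temperature in 100 mM Tris, pH 8.0, using 547 nm excitation and 618 nm emission across a concentration series. It was expressed as Texas Red dye-equivalent concentration from an on-plate standard curve.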
# A350 fluor: qHTS Assay for Spectroscopic Profiling in A350 Spectral Region. Compound autofluorescence, 340/450 nm, Alexa 350 dye-equivalents; active compounds read high. max dye-equivalent concentration, M. 59,000 compounds, 11% hits. AID 590, 2007; in the data active means max dye-equivalent concentration above about 10 nM; inconclusive means mostly about 1.1 nM to 9.6 nM
# HBB splice mod: qHTS Assay for Modulators of Hemoglobin Beta Chain Splicing; HBB splicing reporter cell assay, activation; EGFP reporter with mutant IVS2-654 intron; response scale: normalised to 500 nM splice-correcting PNA; Potency, µM (titrated, usually from 46.1 µM), for the others: at the highest dose activation, usual class: activators; 65,000 compounds, 0.06% hits; further: potency means the concentration at half of the fitted maximal effect; 0% is about no effect
#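 HeLa cells stably expressing EGFP interrupted by mutant beta-globin intron 2 (IVS2-654), 500/well in 2% FCS. Treated with compound for 2 days at 37C. Splicing correction scored as total well GFP intensity (488 nm excitation, 500-520 nm emission); 500 nM antisense PNA served as control.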
# Numbers without * were called inactive; i = inactive; u = inconclusive; x = not tested or not shown; [ ] = remark or other dose. Unless noted, the call rests on the fitted dose curve; in most records, active means well fitted curve in the direction sought with a large enough effect; inconclusive means small, poorly fitted or top-dose-only effect, or another doubt; inactive means no such curve, though single readings can be large; an effect the other way counts as inactive or inconclusive. This is a subset (hit frequency here may not be typical).
nr	Molecule	4MU fluor	Hsp90 Hop PPI	FLuc inh	Epigenetic mod	CRE-bla Fsk	Ub-GFP proteasome	ERK AVP inh	Fluorescein fluor	Texas Red fluor	A350 fluor	HBB splice mod
1	COc1ccc(CNc2ccnc(-c3cccnc3)n2)c(OC)c1	i	1%	-1%[2.29 µM]	-6%[9.22 µM]	u	1%	-28%	i	u	i	-0.3%
2	Cc1onc(-c2ccccc2)c1C(=O)N1CCCN(C(=O)c2c(-c3ccccc3)noc2C)CC1	i	-5%	-1%	-3%	1%	6%	-7%	i	i	i	0.2%
3	COCc1nnc(NS(=O)(=O)c2ccc(Br)cc2)s1	i	-5%	0%	0%	-6%	8%	-2%	i	i	i	0.2%
4	O=c1n(-c2cccc(Cl)c2)c(=O)n2n1CCC2	i	u	0%	0%	6%	-8%	0%	i	i	i	2.8%
5	COc1ccc(CNC(=O)CS(=O)Cc2nc(-c3ccc(C)cc3)oc2C)cc1 (stereo unspecified)	x	-2%[2.3 µM]	-4%	x	6%	10%	-18%	x	x	x	1.1%
6	CCOC(=O)Cc1csc(NC(=O)COc2ccc(N(C)S(=O)(=O)c3cccs3)cc2)n1	i	-4%	-2%	2%	-20%	4%	-1%	i	i	i	-0.1%[57.5 µM]
7	O=C(Oc1ccc(Cl)c2cccnc12)N1CCOCC1	i	u	3%	0%	u	16%	5%	i	i	i	-0.1%
8	CCOC(=O)CCc1nc2ccccc2[nH]c1=O	8.4e-08M*	0%	2%	-3%	u	4%	9%	u	i	1e-07M*	-1.0%
9	O=C(c1ccco1)n1nc(-c2ccc(Cl)cc2)nc1NCc1ccco1	1.8e-08M*	-5%	0%	3%	-13%	15%	-10%	i	i	1.6e-08M*	-0.4%
10	CC(SCc1ccccc1)C(=O)NC1CCCC1 (stereo unspecified)	i	4%	1%	0%	-3%	6%	-26%	i	u	i	0.1%
11	Cn1c(=O)c(-c2ccc(Cl)cc2)nc2cnc(N3CCOCC3)nc21	1.8e-08M*	-7%	0%[11.4 µM]	5%[9.22 µM]	u	5%	25%	i	i	2.3e-08M*	-1.0%
12	CCOC(=O)N1CCC(NC(=O)CCN2C(=O)COc3ccccc32)CC1	9.5e-08M*	-1%	2%	2%	-2%	1%	-4%	i	i	1.3e-07M*	-1.9%[57.5 µM]
13	O=S(=O)(NCCOc1ccc(F)cc1)c1ccc2c(c1)OCCO2	i	7%	1%	0%	4%	0%	52%[activator]	i	i	i	x
14	CCCOc1ccc(C(C)=O)cc1CSCCC#N	i	x	1%[25.5 µM]	-6%[20.6 µM]	x	x	x	u	i	i	x
15	CCOc1ccc(NC(=O)CSc2nc3c(c(=O)n2-c2ccccc2OC)SCC3)cc1	x	u	2%	x	0%	-8%	x	x	x	x	-0.1%
16	O=C(CSc1ccc2nnc(-c3ccncc3)n2n1)N1CCc2ccccc21	x	-4%	0%	x	0%	17%	x	x	x	x	0.2%
17	CCOC(=O)N1CCN(C(=O)CSc2ccccc2)CC1	i	-1%	-1%	-2%	-8%	0%	7%	i	i	i	0.5%[57.5 µM]
18	Oc1ccccc1C1=Nc2ncnn2C(c2ccccc2)C1 (stereo unspecified)	1.7e-08M*	-5%	1%	0%	23%	1%	-29%	i	i	u	0.8%[1.84 µM]
19	COc1cccc2cc(C(=O)NC(C)C3CCCO3)c(=O)oc12 (stereo unspecified)	u	-5%	-2%	-2%	u	1%	7%	i	i	u	1.0%
20	O=C(NCC1CCCO1)c1c(O)c2c([nH]c1=O)CCCC2 (stereo unspecified)	i	-2%	2%	0%	9%	3%	0%	u	i	i	-0.2%
21	CN(c1ccccc1C(=O)O)S(C)(=O)=O	i	9%	0%	1%	-2%	-1%	6%	i	i	i	x
22	CC1(C)Cc2c(sc3c2c(=N)n(Cc2ccco2)c(=O)n3CC(=O)Nc2ccc(Cl)cc2)CO1	u	-10%	1%	0%	3%	-3%	-18%	u	i	u	0.1%[0.369 µM]
23	CC1C/C=C/C=C/C=C/C=C/C(O[C@@H]2O[C@H](C)[C@@H](O)[C@H](N)[C@@H]2O)CC2OC(O)(CC(O)CC3OC3/C=C/C(=O)O1)CC(O)C2C(=O)O (stereo partly specified)	u	x	-1%[25.5 µM]	10%[20.6 µM]	x	x	x	u	i	u	x
24	O=C(NCCN1CCOCC1)c1ccc(-c2ccccc2)cc1	i	1%	-1%	-3%	-8%	-5%	-17%	i	i	i	-0.7%
25	COCCNC(=O)C(C#N)c1nc2ccccc2nc1N1CCN(Cc2ccc3c(c2)OCO3)CC1 (stereo unspecified)	u	x	-2%[25.5 µM]	2%[20.6 µM]	x	x	x	i	i	u	x
26	COc1cc(NC(=O)C2CCCCC2)c(OC)cc1NC(=O)CN1CCCCC1	i	-10%	u	0%	-3%	-5%	-8%	i	u	i	3.0%
27	COc1cc(C(=O)OCn2nnc3ccccc3c2=O)cc(OC)c1OC	i	5%	3%	2%	6.3µM*	4%	-21%	i	i	i	-1.9%
28	COc1cccc(Cn2c(=O)c(CCc3ccccc3)nc3cnc(N4CCNCC4)nc32)c1	u	-6%	2%[11.4 µM]	11%[9.22 µM]	u	10%	-20%	i	i	u	0.2%
29	CN(C)c1ncnc2ccc(-c3ccoc3)cc12	i	-2%	-1%[2.29 µM]	5%[9.22 µM]	-18%	1%	u	i	i	i	1.1%
30	N#Cc1nc(COc2ccccc2)oc1N1CCN(Cc2ccccc2)CC1	i	u	1%	-1%	u	-3%	-20%	i	i	i	0.3%
31	CCOCCCNC(=O)Cc1cc(=O)[nH]c(=O)[nH]1	x	-1%	1%	x	9%	-8%	x	x	x	x	0.1%
32	COCCNC(=O)C(c1ccc(C)o1)N(Cc1cccs1)C(=O)c1snc(C(N)=O)c1N (stereo unspecified)	1.1e-07M*	49%	2%	1%	-1%	-3%	3%	i	i	8.8e-08M*	x
33	O=C(O)C=C1C2CC3CC(C2)CC1C3	x	-4%[11 µM]	3%	-3%	u	9%[9.17 µM]	-2%	x	x	x	-2.9%[0.0738 µM]
34	CCCc1cc(=O)n2[nH]c(C)c(-c3ccccc3)c2n1	i	-1%	0%	-2%	10%	4%	-16%	i	u	i	-2.7%[57.5 µM]
35	CCCC(c1c(C)n(C)n(-c2ccccc2)c1=O)c1c(C)n(C)n(-c2ccccc2)c1=O	x	-1%	4%	4%	-6%	5%	5%	x	x	x	-1.2%[9.22 µM]
36	CC(=O)N1CCN(CCN=CC2=C(O)CC(c3cccs3)CC2=O)CC1 (stereo unspecified)	x	-2%	1%	6%	3%	5%	10%	x	x	x	4.1%[9.22 µM]
37	Cc1ccc(C(=O)C2=C(O)C(=O)N(CCCN(C)C)C23C(=O)N(C)c2ccccc23)o1 (stereo unspecified)	1.4e-08M*	u	3%	2%	u	8%	33%	i	i	u	-0.8%[1.84 µM]
38	Cc1cccc(NC(=O)CSc2nc3c(c(=O)[nH]2)CCC3)c1C	i	0%	0%	0%	-3%	14%	0%	i	i	i	0.3%
39	O=c1cc(N2CCC(Cc3ccccc3)CC2)[nH]c(=O)n1C1CCCCC1	i	2%	2%	6%	13%	-6%	19%	i	i	i	0.2%
40	O=S(=O)(CCSc1ccccn1)c1nc2ccccc2s1	i	-3%	4%	0%	u	0%	-4%	i	i	i	-1.2%
41	COc1ccccc1CNc1ncncc1-c1ccoc1	u	u	-2%[2.29 µM]	-5%[9.22 µM]	-12%	-2%	-39%	i	i	u	-0.8%
42	CNCCOCC(O)CSc1ccccc1 (stereo unspecified)	x	-2%	0%	-2%	-3%	0%	7%	x	x	x	-3.6%
43	Cc1cc(C)c(OCC(=O)Nc2nnn(C)n2)c(Br)c1	i	-5%	1%	0%	-3%	4%	4%	i	i	i	-0.3%
44	CCN(CC)C(=O)c1cc2cc(Br)ccc2oc1=O	i	-6%	-1%	7%	-6%	9%	-4%	i	i	i	-1.7%
45	COC(=O)c1ccccc1S(=O)(=O)N(Cc1cc2ccc(OC)cc2[nH]c1=O)CC1CCCO1 (stereo unspecified)	i	-6%	-4%	-4%	7%	1%	-2%	u	u	i	-0.3%[57.5 µM]
46	CN1CC[C@@]2(CCCN(S(=O)(=O)c3ccccc3)C2)C1	i	-9%	-3%[11.4 µM]	0%[9.22 µM]	-4%	5%	4%	u	i	i	5.8%
47	CC(=O)c1cc(C#N)c(SCC(=O)OC(C)C)nc1C	i	u	-2%	-2%	8%	x	26%	i	i	i	-0.6%[0.369 µM]
